Assay outcomes deposited in PubChem by several laboratories.
SMARCA2 act = activators of SMARCA2 function | MG213 cells, MMTV-luciferase reporter, dexamethasone, overnight | activation, % at 9.1 µM | 370,000 tested, 1% active; in the data active means activation above about 7.8%;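 further: 0% = vehicle wells and 100% = reference activator wells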
ADAM17 inh = inhibitors of human ADAM17; P78536; recombinant ADAM17, EDANS/DABCYL FRET peptide cleavage; inhibition, % at 6.95 µM; 370,000 tested, 0.83% active;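 active means inhibition above the mean of compounds lying between control limits plus 3 SD, set per campaign, cut at about 8.5% in these data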;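 further: 0% = DMSO-only wells as the low control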
DAX1 inh-1 = inhibits human nuclear receptor DAX1 | HEK293 Gal4-DAX1 luciferase reporter, luminescence | inhibition, % at 6.75 µM | 340,000 tested, 0.99% active | AID 504766 | P51843;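 active means inhibition above the mean over all tested compounds plus 3 SD, cut at about 4.2% in these data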;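 further: 0% = DAX1-transfected cells with DMSO and 100% = empty-vector control cells with DMSO; inhibition shows as a rise in luminescence from relieved DAX1 repression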
DAX1 inh-2 = inhibitors of DAX1 repression of SF-1 activated StAR promoter | HEK293T StAR-luciferase reporter, SF-1/DAX-1 repression relief | inhibition, % at 6.8 µM | 370,000 tested, 1.1% active | AID 652010;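 active means inhibition above the mean over all tested compounds plus 3 SD, cut at about 3.6% in these data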;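 further: 0% = DAX-1 cells with DMSO and 100% = cells lacking DAX-1 with DMSO; higher inhibition means more luminescence from relief of DAX-1 repression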
ssDAF-12 act = activators of S. stercoralis DAF-12 nuclear receptor | HEK293 ssDAF-12/GRIP1 lit1-tk-luc reporter, luminescence; % of 3 µM dafachronic acid response | activation, % at 6.8 µM | 370,000 tested, 1% active;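 active means activation above the mean over all tested compounds plus 3 SD, cut at about 0.9% in these data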;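 further: 0% = DMSO-only wells and 100% = 3 µM delta7-dafachronic acid wells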
hcDAF12 agonist = activators of H. contortus DAF-12 nuclear receptor; activation, % at 6.8 µM; 370,000 tested, 1.4% active; HEK293 hcDAF-12 lit1-tk-luc reporter, luminescence; 0% DMSO, 100% Δ7-dafachronic acid;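 active means activation above the mean of all tested compounds plus 3 SD, cut at about 5.5% in these data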;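 further: 100% = response to 3 µM Δ7-dafachronic acid high control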
PLCb3 inh = PLC-beta3 (human) inhibition, primary screen. Q01970. Purified PLC-beta3, fluorogenic substrate, fluorescence. inhibition, % at 12.2 µM. 370,000 tested, 0.18% active. AID 720704; in the data active means inhibition above about 11%;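 further: 0% = median of compound wells on plate and 100% = full blocker control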
Target sequence (Q01970 whole entry, looked up): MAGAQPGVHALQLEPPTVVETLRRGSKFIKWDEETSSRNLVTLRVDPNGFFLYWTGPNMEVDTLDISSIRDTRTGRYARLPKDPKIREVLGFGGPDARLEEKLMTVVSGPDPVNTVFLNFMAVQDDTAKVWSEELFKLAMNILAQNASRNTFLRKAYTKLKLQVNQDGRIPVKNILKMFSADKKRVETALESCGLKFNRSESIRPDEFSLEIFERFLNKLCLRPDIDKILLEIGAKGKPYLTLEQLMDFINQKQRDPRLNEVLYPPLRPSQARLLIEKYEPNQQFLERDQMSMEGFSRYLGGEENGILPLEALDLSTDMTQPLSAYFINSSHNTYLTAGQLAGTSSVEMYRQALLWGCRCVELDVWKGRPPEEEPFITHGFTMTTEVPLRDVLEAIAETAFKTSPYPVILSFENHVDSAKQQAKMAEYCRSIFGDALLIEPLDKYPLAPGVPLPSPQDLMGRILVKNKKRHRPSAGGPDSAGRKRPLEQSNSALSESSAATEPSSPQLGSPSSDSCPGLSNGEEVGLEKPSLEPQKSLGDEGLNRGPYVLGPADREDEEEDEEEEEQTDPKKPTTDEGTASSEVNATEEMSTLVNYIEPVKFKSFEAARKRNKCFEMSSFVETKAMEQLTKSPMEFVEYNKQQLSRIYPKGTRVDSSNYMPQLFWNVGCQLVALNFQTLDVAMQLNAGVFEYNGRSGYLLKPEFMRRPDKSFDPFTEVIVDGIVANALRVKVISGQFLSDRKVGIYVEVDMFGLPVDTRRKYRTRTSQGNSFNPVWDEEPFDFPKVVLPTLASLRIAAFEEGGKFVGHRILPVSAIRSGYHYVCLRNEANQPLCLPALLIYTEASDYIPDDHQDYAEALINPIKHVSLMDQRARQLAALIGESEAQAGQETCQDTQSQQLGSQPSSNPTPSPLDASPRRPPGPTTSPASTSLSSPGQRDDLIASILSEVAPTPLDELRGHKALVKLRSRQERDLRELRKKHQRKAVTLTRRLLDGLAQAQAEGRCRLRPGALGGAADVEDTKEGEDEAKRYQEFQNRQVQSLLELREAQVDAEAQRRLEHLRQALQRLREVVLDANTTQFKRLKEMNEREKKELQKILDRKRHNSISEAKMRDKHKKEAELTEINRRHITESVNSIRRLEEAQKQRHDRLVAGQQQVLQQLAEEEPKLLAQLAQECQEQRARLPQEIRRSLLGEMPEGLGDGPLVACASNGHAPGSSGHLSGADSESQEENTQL
hgDAF-12 ag = agonists of H. glycines DAF-12 nuclear receptor; HEK293 GAL4-hgDAF12 UAS-luciferase reporter, agonist luminescence; normalized to butyrate control; AID 687014; 370,000 tested, 1.8% active; activation, % at 6.8 µM;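 active means activation above a cutoff set at the mean of all screened compounds plus 3 SD, cut at about 10% in these data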;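 further: 0% = DMSO wells and 100% = sodium butyrate wells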
MBD2 inh = inhibitors of human MBD2 binding to methylated oligonucleotide. Q9UBB5. inhibition, % at 4.4 µM. TR-FRET. 370,000 tested, 0.31% active; in the data active means inhibition above about 13%
PLCg1 inh = blocks human PLC-gamma1 enzyme activity. purified PLC-gamma1, fluorogenic substrate, fluorescence. inhibition, % at 12.2 µM. 370,000 tested, 0.84% active; in the data active means inhibition above about 9.5%
Rev-erbA mod = modulators of human Rev-erb alpha DNA binding; P20393; 370,000 tested, 0.79% active; Rev-erbα–FITC-DNA binding, fluorescence polarization, 90 min; activity, % at 10 µM;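 active means activity above about 14%, limit read from the data; passing the limit was not always enough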;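 further: 0% = DMSO wells with 35 nM protein and 100% = DMSO wells with 750 nM protein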
Starred values were filed as active, the others as inactive; / = not tested or not shown.

No. | molecule | SMARCA2 act | ADAM17 inh | DAX1 inh-1 | DAX1 inh-2 | ssDAF-12 act | hcDAF12 agonist
1 | C=CCNC(=O)C1CC(=O)N(c2ccc(OCC(=O)Nc3ccccc3)cc2)C1 (stereo unspecified) | 6 | -4 | 0.8 | 3.4 | -0.1 | 3.6
2 | O=C(Cn1cnc2ccccc21)Nc1ccccc1-c1ccccc1 | -1 | -3 | -0.5 | -0.5 | -1.8 | -2.1
3 | CCOC(=O)c1c[nH]c2nc(C)ccc2c1=O | 1 | -6 | 1.4 | -0.3 | -0.8 | 0.1
4 | CN(C)c1ccc(P(=O)(COc2ccc([N+](=O)[O-])cc2)c2ccc(N(C)C)cc2)cc1 | -6 | 1 | / | 0.2 | -2.2 | -0.9
5 | c1cncc(-c2csc(-c3cccnc3)n2)c1 | -1 | -4 | 4.7* | -0.6 | -0.9 | 0.7
6 | CN(C)C(=O)c1ccc(Cl)cc1[N+](=O)[O-] | -4 | -1 | 2.4 | -0.5 | -2.0 | -0.5
7 | O=C(CSc1nc2ccccc2c(=O)n1CCCC(=O)N1CCCC1)NCc1ccco1 | 3 | 0 | -0.7 | -0.4 | -1.2 | -1.5
8 | CCn1ncc(Br)c1C(=O)Nc1ncc(C)s1 | 0 | 0 | -0.5 | -0.1 | -0.8 | 2.0
9 | COC(=O)C1=C(C)N(C)C(=NCC2CC2)NC1c1cccc(Cl)c1 (stereo unspecified) | -6 | -6 | / | 1.1 | -0.7 | 0.3
10 | CC(C)n1c(SCC(=O)NCc2ccco2)nnc1C1CC1 | -3 | 5 | -0.1 | 1.8 | -0.4 | -0.3
11 | CSc1cccc(NC(=S)N2CCC(N(C)C(C)C)CC2)c1 | 2 | -2 | -0.1 | -0.1 | -0.1 | 0.9
12 | Cc1ccc(NC(=O)CC(C)c2ccccc2)cc1S(=O)(=O)N1CCOCC1 (stereo unspecified) | -4 | -1 | -1.2 | -2.2 | -1.5 | -2.1
13 | COc1ccc(NS(=O)(=O)Cc2ccccc2Cl)cn1 | 2 | 2 | 2.3 | -0.3 | -1.4 | -0.9
14 | COC(=O)[C@H](CCSC)NC(=O)Nc1ccc(OC)cc1OC | -2 | 4 | 1.5 | -0.9 | -1.4 | 0.2
15 | COCc1cc(C)nc(NC2CCCCC2)c1C#N | -5 | -84 | 1.1 | 0.9 | -1.1 | -1.3

No. | PLCb3 inh | hgDAF-12 ag | MBD2 inh | PLCg1 inh | Rev-erbA mod
1 | -2 | 10 | 0 | 0 | -1
2 | -6 | 0.5 | -2 | 0 | 0
3 | -30 | 0.2 | -1 | -21 | -13
4 | -6 | -2.5 | -4 | 4 | 2
5 | -1 | 6.3 | 0 | 1 | 2
6 | -2 | -1.0 | 3 | 0 | -1
7 | -1 | -0.3 | 1 | -3 | 5
8 | 4 | 0.9 | -4 | 4 | 2
9 | -3 | 0.8 | 5 | -1 | 2
10 | -3 | -0.8 | -1 | 2 | -2
11 | -6 | -0.3 | 1 | 2 | 0
12 | 0 | -5.5 | -5 | 0 | -4
13 | 3 | 2.0 | -1 | 12* | 5
14 | 1 | -2.7 | -1 | -1 | -1
15 | -32 | -0.3 | 4 | -20 | 1

Five compounds from above, ordered by their value in ADAM17 inh, low to high:
No.	molecule	ADAM17 inh
15	COCc1cc(C)nc(NC2CCCCC2)c1C#N	-84
5	c1cncc(-c2csc(-c3cccnc3)n2)c1	-4
6	CN(C)C(=O)c1ccc(Cl)cc1[N+](=O)[O-]	-1
13	COc1ccc(NS(=O)(=O)Cc2ccccc2Cl)cn1	2
10	CC(C)n1c(SCC(=O)NCc2ccco2)nnc1C1CC1	5

Next part:
No. | molecule | SMARCA2 act | ADAM17 inh | DAX1 inh-1 | DAX1 inh-2 | ssDAF-12 act | hcDAF12 agonist
16 | CN(c1ccccc1)S(=O)(=O)c1cccc(C(=O)NNC(=O)c2ccncc2)c1 | 1 | -2 | 0.9 | 0.2 | -1.0 | 0.7
17 | COc1ccc(NC(=O)CN(C)C(=O)c2cc(CN3C(=O)c4ccccc4C3=O)ccc2OC)cc1 | 0 | 2 | -1.9 | 0.1 | -1.0 | 0.8
18 | CC(C)c1ccc(NC(=O)C(c2ccccc2)N(C)C(=O)c2cnccn2)cc1 (stereo unspecified) | 1 | -5 | 0.5 | -0.3 | -1.7 | 0.5
19 | O=C(O)c1ccc2nc(-c3ccccc3)c(-c3ccccc3)nc2c1 | 10* | -102 | -1.9 | -0.8 | -1.5 | 1.4
20 | O=C(c1c(F)cccc1F)N1CCCc2ccccc21 | -1 | -2 | 3.5 | -0.7 | 0.4 | 1.4
21 | O=C1N=C(N2CCOCC2)S/C1=C/c1cccs1 | 1 | 2 | -0.1 | 0.0 | -0.3 | -0.4
22 | Oc1ccc(O)c(Cc2nc3ccccc3s2)c1 | -2 | 0 | -0.9 | -2.1 | -1.1 | 1.4
23 | CON1C(=O)C(=O)N(OC)C2CCCCC21 (stereo unspecified) | -5 | -1 | 0.3 | 0.3 | -0.9 | 0.0
24 | CCCN(CC(=O)Nc1ccc(C(N)=O)cc1)CC(=O)Nc1ccc(F)c(F)c1F | 0 | -2 | -0.4 | -0.1 | -0.6 | -1.0
25 | Cc1ccccc1Cn1cc(CN2[C@@H](C)COc3cc(Br)ccc3S2(=O)=O)nn1 | -3 | 3 | / | -1.1 | -1.7 | 0.5
26 | O=C(C1CCN(S(=O)(=O)c2cccs2)CC1)N(c1ccccn1)C1CCCCC1 | -2 | 0 | 3.0 | 0.6 | -0.8 | 1.2
27 | CCOc1ccc(C(=O)NCc2ccncc2)cc1OCC | -1 | -2 | -0.8 | 0.1 | -0.1 | -0.1
28 | CS(=O)(=O)N(CC(=O)NCCC1=CCCCC1)C1CCCCC1 | -1 | -5 | 0.7 | 0.1 | -1.2 | -2.1
29 | Clc1nnc(NN=C2CCCC2)c2ccccc12 | -3 | -3 | 4.0 | 0.1 | 1.3* | 4.0
30 | CC1(C(=O)NC2CCCC2)CCC(=O)N1Cc1ccccc1 (stereo unspecified) | 1 | -4 | 3.1 | 0.2 | -1.1 | -0.8

No. | PLCb3 inh | hgDAF-12 ag | MBD2 inh | PLCg1 inh | Rev-erbA mod
16 | 1 | 0.4 | -1 | 0 | 1
17 | -4 | -0.5 | -4 | -1 | -10
18 | -8 | -2.3 | 0 | 0 | -3
19 | -35 | -4.3 | 0 | -33 | -5
20 | -9 | 2.6 | -1 | -3 | 1
21 | -59 | -1.5 | -9 | 6 | -1
22 | -2 | -2.2 | 2 | 0 | 2
23 | -3 | 0.3 | 7 | 2 | 0
24 | -3 | 1.0 | 2 | 5 | 5
25 | 1 | -1.2 | 1 | 2 | 0
26 | 0 | -0.4 | 3 | -2 | 3
27 | 2 | -0.1 | 1 | 0 | -2
28 | 0 | -0.7 | -4 | 3 | 2
29 | -5 | 3.6 | 3 | -8 | -4
30 | -1 | -0.8 | -1 | -1 | 4

A portion taken from the entries so far:
No. | molecule | SMARCA2 act | ADAM17 inh | DAX1 inh-1 | DAX1 inh-2 | ssDAF-12 act | hcDAF12 agonist
19 | O=C(O)c1ccc2nc(-c3ccccc3)c(-c3ccccc3)nc2c1 | 10* | -102 | -1.9 | -0.8 | -1.5 | 1.4
20 | O=C(c1c(F)cccc1F)N1CCCc2ccccc21 | -1 | -2 | 3.5 | -0.7 | 0.4 | 1.4

No. | PLCb3 inh | hgDAF-12 ag | MBD2 inh | PLCg1 inh | Rev-erbA mod
19 | -35 | -4.3 | 0 | -33 | -5
20 | -9 | 2.6 | -1 | -3 | 1

Additional compounds follow.
No. | molecule | SMARCA2 act | ADAM17 inh | DAX1 inh-1 | DAX1 inh-2 | ssDAF-12 act | hcDAF12 agonist
31 | C=CCS(=O)(=O)c1cccc2cccnc12 | -1 | -9 | -0.4 | 0.0 | -0.8 | 0.6
32 | O=C(O)CCn1cnc2ccccc2c1=O | 1 | -4 | -1.6 | -0.1 | -0.9 | 0.1
33 | Cc1ccc(-c2csc3nnc(SCC(=O)N4CCN(Cc5ccccc5)CC4)n23)cc1 | -1 | -3 | -0.1 | -0.7 | -1.1 | 0.1
34 | CCOC(=O)CC1(C)N(S(=O)(=O)c2ccc(C)cc2)c2ccccc2N1S(=O)(=O)c1ccc(C)cc1 | 1 | 2 | / | -0.2 | -1.3 | -0.4
35 | Cc1ccc(C(=O)Nc2cccc(C(F)(F)F)c2)cc1Nc1ccccn1 | 0 | 1 | 0.0 | 0.1 | -1.0 | -1.7
36 | CC(C)NC(=O)NC(=O)CSc1ccccc1F | -3 | 1 | 1.4 | 0.1 | -0.9 | -0.8
37 | COc1ccc(C(=O)NC(=S)Nc2cccnc2)cc1OC | 0 | -4 | -0.3 | -0.2 | -1.7 | -1.5
38 | CCN(CC)S(=O)(=O)c1ccc2oc(C(=O)NC3CCCc4ccccc43)c(C)c2c1 (stereo unspecified) | 2 | 0 | -1.3 | -0.7 | -1.5 | 0.4
39 | O=C(Nc1ccc(NC(=O)c2cccs2)c(Cl)c1)c1ccco1 | 0 | -2 | 0.0 | -1.0 | -1.7 | -1.0
40 | O=C(Nc1ccc(N2CCN(Cc3ccccc3)CC2)cc1)c1ncn[nH]1 | 1 | 0 | 1.7 | 0.1 | -0.9 | -1.6
41 | CCN(C[C@H]1N[C@@](CC)(C(=O)OC)[C@H]2C(=O)N(C)C(=O)[C@@H]12)C(=O)Nc1ccc(C)cc1 | -4 | -6 | 0.4 | 1.0 | -0.8 | -0.7
42 | COc1ccccc1N(CC(O)CN1CCCCC1)S(=O)(=O)c1ccc(C)cc1 (stereo unspecified) | -1 | 0 | 0.2 | 0.5 | -0.7 | -1.8
43 | O=C(O)C1C(c2ccccc2)C(C(=O)OCc2ccco2)C1c1ccccc1 (stereo unspecified) | -1 | -2 | 0.0 | -0.2 | -1.0 | 1.5
44 | Cc1ccccc1NC(=O)CSCc1cc(=O)n2ccsc2n1 | -2 | -8 | -0.1 | -0.3 | -0.1 | 1.2
45 | CCCC(=O)OCCNc1cc(Sc2nc3ccccc3[nH]2)c2nonc2c1[N+](=O)[O-] | -11 | 3 | 0.2 | 0.2 | -0.9 | 0.0
46 | Cc1ccc(OCc2ccc(C(=O)O)o2)c([N+](=O)[O-])c1 | -3 | -4 | -0.3 | 0.9 | -1.2 | -0.8

No. | PLCb3 inh | hgDAF-12 ag | MBD2 inh | PLCg1 inh | Rev-erbA mod
31 | -21 | -2.5 | -2 | -18 | -2
32 | -1 | 0.4 | 2 | 0 | -3
33 | -2 | -2.4 | -5 | 1 | -6
34 | 4 | -0.4 | -8 | 4 | 8
35 | -2 | -1.8 | -2 | -4 | -7
36 | 1 | 1.8 | -1 | 2 | 7
37 | -1 | 0.9 | 0 | 1 | -2
38 | -1 | 1.9 | 1 | -2 | 0
39 | -3 | 2.9 | -2 | 1 | -3
40 | 0 | 0.1 | -5 | 0 | 0
41 | -1 | 1.2 | 3 | 0 | 2
42 | -1 | -0.2 | 4 | 6 | -2
43 | -5 | 1.2 | 1 | 0 | 3
44 | -6 | 1.6 | 7 | 9 | -2
45 | -2 | -2.5 | -6 | 0 | 9
46 | -2 | 0.3 | 4 | -1 | 1
